Screening results as filed in PubChem BioAssay.
HEK293 viab = cell viability loss counter-screen. HEK-293-SNCA-luc viability, GF-AFC fluorescence, 24 h. Potency, µM (highest dose often 57.1 µM), without a hit: at the highest dose activity change, negative = cytotoxicity, usual class: cytotoxic. 0.12% of 150,000 active. AID 1671193;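 further: potency means the concentration at half of the fitted maximal effect; 0% = DMSO-treated cells and -100% = medium-only wells without cells; nearly all actives have a fitted effect of over 30% in size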
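HEK-293-SNCA-luc cells (1500/well) plated 24 h, then exposed 24 h to a dilution series; GF-AFC added 30 min at 37C, fluorescence 405/540 nm; normalised to medium-only and DMSO wells, Hill fit.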
Luciferase inh = Photinus pyralis luciferase inhibition; P08659; Potency, µM (highest dose often 115 µM), inactives show at the top dose activity change, negative = inhibition, actives largely listed as inhibitors; 2.5% of 76,000 active; purified P. pyralis luciferase, luminescence, biochemical; AID 1347043; further: potency means the concentration at half of the fitted maximal effect; nearly all actives have a fitted effect of over 65% in size
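Purified 10nM P. pyralis luciferase with 10uM D-luciferin and 10uM ATP in 50mM Tris acetate pH 7.5, 10mM Mg acetate, 0.01% Tween-20, 0.05% BSA. qHTS titration; luminescence read by CCD imager.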
GPT2 inhibitor = GPT2 alanine aminotransferase inhibition. Q8TD30. Recombinant GPT2, coupled pyruvate oxidase/HRP Amplex Red fluorescence. Potency, µM (series often up to 57.7 µM), without a hit: at the top dose activity change, negative = inhibition, most hits filed as inhibitors. 0.25% of 100,000 active. AID 1671188; further: potency means the concentration at half of the fitted maximal effect; nearly all actives have a fitted effect of over 60% in size; many of its hits are not listed in these tables
Target sequence (Q8TD30 whole entry, looked up): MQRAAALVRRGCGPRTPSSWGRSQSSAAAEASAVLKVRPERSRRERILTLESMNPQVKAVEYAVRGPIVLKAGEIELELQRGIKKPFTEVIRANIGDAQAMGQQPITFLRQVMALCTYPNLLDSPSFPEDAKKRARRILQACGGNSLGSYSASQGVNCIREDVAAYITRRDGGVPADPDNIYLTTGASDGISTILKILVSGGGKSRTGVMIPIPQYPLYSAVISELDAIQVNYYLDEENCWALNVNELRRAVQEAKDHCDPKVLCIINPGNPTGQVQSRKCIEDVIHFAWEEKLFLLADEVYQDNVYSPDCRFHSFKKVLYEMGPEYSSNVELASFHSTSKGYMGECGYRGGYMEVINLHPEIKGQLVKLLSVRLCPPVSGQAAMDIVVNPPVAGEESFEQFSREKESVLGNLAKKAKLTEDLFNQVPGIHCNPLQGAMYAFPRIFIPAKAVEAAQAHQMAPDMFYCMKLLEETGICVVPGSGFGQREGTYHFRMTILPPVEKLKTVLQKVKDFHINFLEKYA
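GPT2 10ng/uL, a-KG 250uM, L-Ala 2mM, HEPES pH7.5 + 0.0001% Tween; 30 min RT. Then Amplex mix (PO/HRP/ThPP), 30 min RT dark, fluorescence. AOA 50uM used as positive control.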
HEK cytotox = kills HEK 293 cells | Potency, µM (titrated, usually from 115 µM), without a hit: at the highest dose activity change, negative = cytotoxicity, actives largely listed as inhibitors | HEK 293 viability, ATP luminescence (CellTiter-Glo), 48-72 h | 6.6% of 94,000 active; further: potency means the concentration at half of the fitted maximal effect; nearly all actives have a fitted effect of over 60% in size
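ATP-coupled CellTiter-Glo luminescence served as viability read-out, recorded 10 min after reagent addition at room temperature. HEK 293 cells, 250 cells/well, had been incubated with pintool-transferred compound for 48 or 72 hr at 37 degree Celsius.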
IP6K1 inh = IP6K1 kinase inhibition; IP6K1 kinase, ADP-Glo luminescence, 2 h; stronger effect = lower value; activity change, % (series mostly up to about 58 µM); Q92551; 0.81% of 140,000 active; in the data active means activity change below about -25%
Target sequence (Q92551 whole entry, looked up): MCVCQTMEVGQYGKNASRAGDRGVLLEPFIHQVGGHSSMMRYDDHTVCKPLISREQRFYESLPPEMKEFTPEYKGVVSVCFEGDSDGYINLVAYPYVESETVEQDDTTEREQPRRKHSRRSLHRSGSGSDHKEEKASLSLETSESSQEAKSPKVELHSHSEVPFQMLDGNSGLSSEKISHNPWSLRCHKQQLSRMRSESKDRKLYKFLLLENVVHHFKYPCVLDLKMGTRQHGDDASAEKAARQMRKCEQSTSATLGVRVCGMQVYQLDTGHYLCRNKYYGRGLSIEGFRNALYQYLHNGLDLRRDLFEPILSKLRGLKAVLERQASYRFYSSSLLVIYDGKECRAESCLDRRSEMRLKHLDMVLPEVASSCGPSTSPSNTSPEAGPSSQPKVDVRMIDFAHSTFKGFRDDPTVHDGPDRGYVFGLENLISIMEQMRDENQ
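ADP-Glo luminescence measures ADP made by human IP6K1 during a 2 h RT reaction with ATP/IP6 (mix at 1.3 mM/130 uM); top library doses 57.5 and 19.1 uM final.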
SNCA expr inhib = reduces expression of the alpha-synuclein gene. HEK-293 SNCA-luciferase knock-in, luminescence, 24 h. Potency, µM (highest dose often 57.2 µM), without a hit: at the top dose activity change, negative = inhibition, most hits filed as inhibitors. 0.17% of 140,000 active. AID 1671194;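 further: potency means the concentration at half of the fitted maximal effect; plate controls were DMSO cells for no effect and cell-free wells for full effect; nearly all actives have a fitted effect of over 45% in size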
NIH3T3 tox = NIH 3T3 cell cytotoxicity; NIH 3T3 viability, CellTiter-Glo ATP luminescence, 48-72 h; Potency, µM (titrated, usually from 96.7 µM), without a hit: at the highest dose activity change, negative = cytotoxicity, hits mostly inhibitors; 4.3% of 94,000 active; AID 1345082; further: potency means the concentration at half of the fitted maximal effect; nearly all actives have a fitted effect of over 55% in size
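NIH 3T3 cells at 400 cells/well received 23 nL of compound by pintool and were incubated 48 or 72 h at 37 °C. Viability was read as ATP-coupled CellTiter-Glo luminescence.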
The depositor's hits bear a star; i = inactive; ? = inconclusive; . = no result given; [ ] = another dose, or the depositor's remark. Unless noted, the call rests on the fitted dose curve; in most records, active means well fitted curve in the direction sought with a large enough effect; inconclusive means small, poorly fitted or top-dose-only effect, or another doubt; inactive means no such curve, though single readings can be large; an effect the other way counts as inactive or inconclusive. Unless noted, on the % scale 0 is the no-effect control and ±100 the full control effect. The list is partial, so the mix of outcomes need not match the whole.

SMILES	HEK293 viab	Luciferase inh	GPT2 inhibitor	HEK cytotox	IP6K1 inh	SNCA expr inhib	NIH3T3 tox
CCCC1c2nccn2CCCN1C(=O)c1noc(C)c1COC (stereo not given)	15%	-1%	-8%	i	-1	-4%	i
COc1ccc(C2(C(=O)N3CCCC(Cc4nc(C5CCOCC5)no4)C3)CC2)cc1 (stereo not given)	9%	1%	-2%	?	0	-1%	?
COCCCn1c(=O)c(C(=O)NCCCc2ccccc2)nc2cccnc21	-15%	.	i	4%	1	8%	-15%
CCc1nc2c(c(-c3ccc(O)cc3)n1)CN(Cc1ccsc1)CC2	14%	.	?	-15%	0	8%	-38%
O=C(NC1CCN(c2cc(-c3ccc(F)cc3)[nH]n2)C1)c1cccc(F)c1 (stereo not given)	2%	4%	?	40µM*	19	-18%	?
COc1ccc2c(CNCCc3ccc(SC)cc3)c(C(=O)O)n(Cc3ccc(F)cc3)c2c1	-6%	.	.	.	17	?	.
Cc1cc2c(cc1S(=O)(=O)Nc1ccc(C(C)C)cc1)OCCN2C	22%	.	.	.	-7	?	.
COc1ccc(C2=NOC3(CCN([S+](=O)([O-])c4c(C)noc4C)C3)C2)cc1 (stereo not given)	4%	-6%	0%	?	4	0%	?
Cc1ccc(-c2cc(C(=O)N3CCN(Cc4ccccc4)CC3)c3cnn(C)c3n2)c(C)c1	2%	.	2%	?	-1	-18%	?
CCc1ccc(NC(=O)C2CCN(c3nc(-c4ccc(OC)cc4)no3)CC2)cc1	-8%	.	.	.	1	121%[activator]	.
CCN1CCCN(S(=O)(=O)c2cnn(CC)c2)CC12CCOCC2	-3%	-9%	i	-2%	-17	16%	-12%
COc1cccc(CNC(=O)N2CCCC3(C2)Nc2cccnc2NC3=NC2CCCC2)c1 (stereo not given)	-22%	-2%	-38%	?	0	-22%	?
CCN1CCN(C(=O)c2ccc3nnc(Cc4ccco4)n3c2)CC1	-5%[87.6 µM]	.	i	3%[172 µM]	-4	2%[87.6 µM]	-18%[138 µM]
COc1cccc(C(=O)N2CCCC(C(=O)N3CCC(N4CCOC4=O)CC3)C2)c1 (stereo not given)	-6%	.	-5%	i	17	11%	-7%
C=CCNC(=O)CCc1c(C)nn(-c2ccccc2C)c1Oc1ccccc1	7%	-2%	-4%	-6%	12	?	?
COc1ccc(-c2nc3sc(CCNC(=O)c4cccc(C(F)(F)F)c4)c(C)n3n2)cc1	-2%	.	.	.	33	199%[activator]	.
Cc1cccc(N2CCN(C(=O)Cn3ncc4c5ccccc5n(C)c4c3=O)CC2)c1C	4%	.	.	.	3	-4%	.
CCOc1ccccc1NC(=O)CN1C(=O)NC2(CCCCC2)C1=O	-2%	-11%	-3%	-10%	3	-15%	-28%
O=C(NCCc1cnn(-c2ccccc2)c1)C1NCCc2[nH]cnc21 (stereo not given)	7%	5%	-11%	0%	-4	-9%	-2%
Cc1ccc(Cn2c(CN3CCC(C(=O)NCc4ccccc4C)CC3)cc3ccccc32)cc1	1%	.	.	.	10	-4%	.
CCc1cccc(C)c1NC(=O)CCCn1nc(C)c2sc3ccccc3c2c1=O	-1%	.	.	.	4	-18%	.
O=C(c1ccccc1Cl)N1CCN(C(=O)c2nc3cccnc3n(Cc3ccccc3)c2=O)CC1	-5%	.	i	-5%	-3	0%	-15%
C#CCN(C)CC[C@@H]1CC[C@H](O)[C@@H](C(=O)NC2CCCCC2)O1	2%[87.6 µM]	-10%[172 µM]	-7%[88.5 µM]	2%[172 µM]	8	0%[87.6 µM]	-3%[138 µM]
COc1ccc(-n2nc(C)c([C@H]3C=C[C@@H](OC(=O)Nc4ccc(Br)cc4)C3)c2C)cc1	-25%	35µM*	i	?	14	36%[activator]	?
COc1ccccc1-c1cccc(C(=O)N2CCN(C(=O)c3ccc(Cl)cc3)CC2)c1	-4%[12.5 µM]	.	i	?	9	?	32µM*
CCc1ccc(S(=O)(=O)NCCc2cn3ccsc3n2)cc1	0%	.	.	.	28	14%	.
O=C1CC(c2ccccc2)N(C(=O)C2CC2)CCCN(C(=O)c2cc3ccccc3[nH]2)CCN1 (stereo not given)	-2%	?	i	1%	22	39%[activator]	-28%
CCC1=C(C(=O)OC)C(c2ccccc2OC)N2C(CC(=O)N3CCCCC3C)=CSC2=N1 (stereo not given)	-10%	-11%	i	?	-3	17%	?
O=C(c1cc(COc2cccc(F)c2)[nH]n1)N1CCC(N2CCSCC2)CC1	-1%	13%	-10%	-1%	-3	-19%	-1%
CC1=C[C@@H](CNS(C)(=O)=O)[C@H](C(C)C)C[C@H]1Cc1nc2ccccc2n1C	?	4%[172 µM]	?	?	-4	?	?
Cc1cccc(NC(=O)Cn2c(-c3ccc(F)cc3)nc(C)c(CCO)c2=O)c1C	-9%	-8%	4%	-13%	-4	-1%	-17%
C=CCNC(=O)C(NC(=O)c1cccc(OC)c1)C1CCN(C(=O)C2CCCC2)CC1 (stereo not given)	4%	-3%	0%	i	1	?	-7%
O=C(c1cc[n+]([O-])cc1)N1CCC2(CCCN(Cc3cccc(F)c3F)C2)C1 (stereo not given)	3%	9%	i	-11%	4	31%[activator]	-21%
CCC(=O)N1CCc2cc(S(=O)(=O)NCCC(=O)Nc3ccc(C)cc3)ccc21	13%	.	.	.	17	5%	.
COc1ccc(OC)c2sc(N(Cc3cccnc3)C(=O)c3ccc(C(C)=O)cc3)nc12	-4%	.	.	.	4	?	.
O=C(NC1CCCC1)C1CCc2nc(N3CCN(C(=O)C4CCC4)CC3)sc2C1 (stereo not given)	-26%	-22%	0%	-1%	16	9%	2%
O=C(C1CC(=O)N(C2CC2)C1)N1CCC(Oc2cccc(Cl)c2)CC1 (stereo not given)	-5%	-9%	-12%	i	11	2%	-15%
CC(C)CC(=O)N1CCC(c2noc(-c3cnccn3)n2)C1 (stereo not given)	2%	7%	i	1%	-3	-22%	i
CCC(CC)C(=O)Nc1c(C(=O)N2CCN(c3ccccc3)CC2)oc2ccccc12	-6%	.	.	.	-9	?	.
CNC(=O)[C@@H]1[C@H]2CN(C3CCCCCC3)CCN2C[C@H]1c1ccccc1	.	.	.	?	-7	.	-43%
O=C(O)CO[C@@H]1COCC[C@H]1NC(=O)C1(CO)CC1	-2%	-4%	i	-3%	-1	9%	-27%
O=S(=O)(O)CCS	-4%	.	?	.	9	24%	.
CCOCCCNC(=O)CN1C(=O)COc2ccc(S(=O)(=O)N3CCCC3)cc21	-18%	.	.	.	-3	-30%	.
O=C(c1ccoc1)N1CCCn2cc(-c3ccccc3)nc21	-1%	?	-11%	?	-4	183%[activator]	3%
Cc1noc(-c2ccc3c(c2)OCO3)c1C(=O)N1CCC(Cc2ccc(F)cc2)CC1	-20%	1%	-5%	28µM*	-19	?	35µM*
Cc1ccc(C(=O)c2cn(CC(=O)NC3CCCCC3)c3nc(C)ccc3c2=O)cc1	-2%	.	.	.	-11	18%	.
CC(=O)N1CCC(Cc2ccc(C(=O)NCc3cn[nH]c3C)cc2)CC1	?	1%	?	?	-8	-8%	-23%
O=C(O)c1cc(=O)c2c(Cl)cc(Cl)cc2[nH]1	-5%	.	-7%	.	.	-4%	.
O=C(c1ccccc1F)N1CCC(c2nn(-c3ccccn3)c(=O)[nH]2)CC1	-6%	.	i	-7%	17	11%	-14%
COc1ccc(CNC(=O)c2ccc3c(c2)CCN3S(=O)(=O)c2ccc(C)cc2)cc1	15%	.	.	.	19	4%	.
CN1CCc2c([nH]c3ccccc23)C12CCN(C(=O)c1cc(CN3CCOCC3)on1)CC2	-11%[12.5 µM]	2%	-1%	?	-9	4%	-18%
COc1ccc(Cl)cc1NC(=O)CSC1=Nc2ccccc2C2=NC(CC(=O)NC3CCCCC3)C(=O)N12 (stereo not given)	-13%	.	.	.	0	2%	.
COc1ccc(CN2CCN(CC(N)=O)CC2CCO)c(F)c1 (stereo not given)	-5%	4%	2%	-2%	-3	-18%	2%
O[C@@H]1C[C@@H](c2nc(-c3ccc(F)cc3)no2)N(Cc2ccncc2)C1	-5%[87.6 µM]	63µM*	2%[88.5 µM]	71µM*	1	114%[activator][87.6 µM]	?
CCn1c(=O)n(-c2ccc3c(c2)OCO3)c2nc(-c3ccc(C(C)C)cc3)nc(C(N)=O)c21	7%	.	.	.	8	15%	.
Cn1nc(C2CCN(S(=O)(=O)c3cccs3)CC2)n(CCc2ccccc2)c1=O	12%	3%	i	?	8	13%	?
CCOC(=O)c1ccc(NC(=O)Cn2cc(C(=O)c3cccs3)c3ccccc32)cc1	?	.	.	.	-3	?	.
Cc1cc(C(=O)N[C@H](C)c2onc(C)c2C(=O)O)c(C)o1	3%[87.6 µM]	-5%[172 µM]	1%[88.5 µM]	i	11	-16%[87.6 µM]	-2%[138 µM]
CS(=O)(=O)c1ccc(CC(=O)N2CCc3nn(CC#N)c(=O)n3CC2)cc1	-10%	-3%	i	-17%	-6	-4%	-3%
COc1ccc(-c2noc(CSc3nnc(Cc4ccccc4)n3-c3ccc(F)cc3)n2)cc1	-22%	.	.	.	-14	-29%	.
CCC(NS(=O)(=O)c1ccc(C(=O)NC2CC2)cc1)c1cnn(C)c1 (stereo not given)	4%	-4%	i	-2%	-5	0%	0%
COc1ccc(OC)c(CCNC(=O)c2ccc3c(c2)c(C)c(C)n3Cc2ccccc2)c1	-4%	.	.	.	34	?	.
COc1cc(C(=O)N2CCCC2c2nonc2C)ccc1OC1CCN(C(C)=O)CC1 (stereo not given)	3%	?	i	-22%	-2	154%[activator]	-9%

Arranged by SMILES length (lowest first): some entries from above.
SMILES	HEK293 viab	Luciferase inh	GPT2 inhibitor	HEK cytotox	IP6K1 inh	SNCA expr inhib	NIH3T3 tox
O=S(=O)(O)CCS	-4%	.	?	.	9	24%	.
O=C(c1ccoc1)N1CCCn2cc(-c3ccccc3)nc21	-1%	?	-11%	?	-4	183%[activator]	3%
O=C(O)CO[C@@H]1COCC[C@H]1NC(=O)C1(CO)CC1	-2%	-4%	i	-3%	-1	9%	-27%
CC(=O)N1CCC(Cc2ccc(C(=O)NCc3cn[nH]c3C)cc2)CC1	?	1%	?	?	-8	-8%	-23%
CCOCCCNC(=O)CN1C(=O)COc2ccc(S(=O)(=O)N3CCCC3)cc21	-18%	.	.	.	-3	-30%	.
Cc1ccc(C(=O)c2cn(CC(=O)NC3CCCCC3)c3nc(C)ccc3c2=O)cc1	-2%	.	.	.	-11	18%	.
COc1ccc(Cl)cc1NC(=O)CSC1=Nc2ccccc2C2=NC(CC(=O)NC3CCCCC3)C(=O)N12 (stereo not given)	-13%	.	.	.	0	2%	.
